HepG2 viability = counter-screen for TGF-b inhibitors: cytotoxicity in HepG2 cells | Potency, µM (titrated, usually from 46.1 µM), without a hit: at the top dose activity change, negative = cytotoxicity, hits mostly cytotoxic | 410,000 tested, 0.76% active | AID 588856 | HepG2 CAGA-GFP viability, ATP luminescence, 18 h; also: some results filed as inactive show a strong effect at the top dose
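CellTiter-Glo luminescence gave cytotoxicity after 18 hours at 37 degrees C. The cells were HepG2 CAGA-GFP in 1% FBS DMEM, stimulated with 500 pg/mL TGF-beta after compound addition. %Activity was normalised to no-cell wells (complete cell-killing) and DMSO (no toxicity), and curves were fitted and classified.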
A549 viability = A549 cytotoxicity, counter-screen for Nrf2 inhibitors; A549 ARE-Fluc cells, CellTiter-Fluor viability, 18-24 h; Potency, µM (titrated, usually from 46 µM), inactives show at the highest dose activity change, negative = cytotoxicity, usual class: inhibitors; 390,000 tested, 0.16% active; AID 504648; also: % is scaled to controls: 0 for no effect and ±100 for the full control effect
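A549 ARE_Fluc cells in 5% FBS OPTI-MEM were exposed to compounds in concentration-response for 18-24 h at 37 deg C. Viability was read by CellTiter-Fluor fluorescence (Ex 405/Em 525) after 30 min, before the luciferase read.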
Nrf2 inh = blocks Nrf2 signaling | 360,000 tested, 2.1% active | Potency, µM (highest dose often 46 µM), inactives show top-dose activity change, negative = inhibition, usual class: inhibitors | AID 504444 | A549 ARE-Fluc reporter, luciferase luminescence, 18-24 h; also: % is scaled to controls: 0 for no effect and ±100 for the full control effect; nearly all actives have a fitted effect of over 60% in size
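Nrf2 function is reported as luminescence of an ARE-controlled luciferase in A549 cells. Compounds were tested at several concentrations, and a CellTiter-Fluor read on the same wells flagged cytotoxicity.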
MCF10A rerep = induces DNA re-replication in MCF 10a normal breast cells; AID 624296; 350,000 tested, 2.9% active; Potency, µM (titrated, usually from 46.1 µM), for inactives: at the top dose activity, positive = re-replication, usual class: activators; MCF 10A DNA re-replication, Hoechst nuclear intensity, 48 h; also: % of control where 0% means no effect; nearly all actives have a fitted effect of over 50% in size
Nrf2 activator = activators of Nrf2 (ARE) signaling; AREc32 ARE-luciferase reporter (MCF7-derived line), luminescence, 24 h; Potency, µM (highest dose often 46.1 µM), inactives show at the highest dose activation, actives largely listed as activators; 410,000 tested, 0.31% active; also: % of control where 0% means no effect; nearly all actives have a fitted effect of over 65% in size
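Reporter line AREc32 (ARE-Fluc), seeded overnight in OPTI-MEM with 5% FBS; compound pin-transferred, 24 hr at 37 deg C, 5% CO2; luminescent read-out.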
TGFb SMAD3 inh = blocks TGF-b signaling. HepG2 CAGA-GFP TGF-b/SMAD3 reporter, GFP fluorescence, 18 h; TGF-beta stimulated, 500 pg/mL final. 410,000 tested, 1.2% active. Potency, µM (titrated, usually from 46.1 µM), without a hit: at the highest dose activity, negative = inhibition, hits mostly inhibitors. AID 588855; also: % is scaled to controls: 0 for no effect and ±100 for the full control effect; nearly all actives have a fitted effect of over 65% in size
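Smad-responsive CAGA-GFP expression was quantified in HEPG2 cells exposed to compounds and 500 pg/mL final TGF-beta for 18 h at 37 degrees C; unstimulated wells defined full inhibition.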
S2 tox = cell viability loss in ATXN counter-screen | S2 cells (HEK-293 line with an ATXN2-luciferase reporter) viability, CellTiter-Fluor protease fluorescence, 24 h | Potency, µM (titrated, usually from 56.7 µM), most hits filed as cytotoxic | 400,000 tested, 0.49% active | AID 651635; also: nearly all actives have a fitted effect of over 40% in size
ATXN2 expr inh = ATXN2 expression inhibition. HEK-293 ATXN2-luciferase reporter, luminescence, 24 h. Potency, µM (top dose mostly 57 µM), without a hit: at the top dose activity change, negative = inhibition, actives largely listed as inhibitors. 360,000 tested, 0.72% active. AID 1745845; also: % is scaled to controls: 0 for no effect and ±100 for the full control effect; nearly all actives have a fitted effect of over 55% in size
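ATXN2-luciferase reporter cells (luciferase flanked by upstream and downstream ATXN2 gene portions) were treated 24 h at 37 °C with compounds at up to 57 uM. SteadyGlo luminescence gave expression; GF-AFC fluorescence gave viability.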
EPAC2 antag = blocks human EPAC2 exchange factor. Potency, µM (doses to about 114 µM), inactives show at the top dose activity, negative = inhibition, actives largely listed as inhibitors. Q8WZA2. AID 720708. 360,000 tested, 0.18% active. EPAC2 GEF exchange of Rap1B-BODIPY-GDP, fluorescence; also: % is scaled to controls: 0 for no effect and ±100 for the full control effect; nearly all actives have a fitted effect of over 45% in size; many of its hits are not listed in these tables
Target sequence (Q8WZA2 whole entry, looked up): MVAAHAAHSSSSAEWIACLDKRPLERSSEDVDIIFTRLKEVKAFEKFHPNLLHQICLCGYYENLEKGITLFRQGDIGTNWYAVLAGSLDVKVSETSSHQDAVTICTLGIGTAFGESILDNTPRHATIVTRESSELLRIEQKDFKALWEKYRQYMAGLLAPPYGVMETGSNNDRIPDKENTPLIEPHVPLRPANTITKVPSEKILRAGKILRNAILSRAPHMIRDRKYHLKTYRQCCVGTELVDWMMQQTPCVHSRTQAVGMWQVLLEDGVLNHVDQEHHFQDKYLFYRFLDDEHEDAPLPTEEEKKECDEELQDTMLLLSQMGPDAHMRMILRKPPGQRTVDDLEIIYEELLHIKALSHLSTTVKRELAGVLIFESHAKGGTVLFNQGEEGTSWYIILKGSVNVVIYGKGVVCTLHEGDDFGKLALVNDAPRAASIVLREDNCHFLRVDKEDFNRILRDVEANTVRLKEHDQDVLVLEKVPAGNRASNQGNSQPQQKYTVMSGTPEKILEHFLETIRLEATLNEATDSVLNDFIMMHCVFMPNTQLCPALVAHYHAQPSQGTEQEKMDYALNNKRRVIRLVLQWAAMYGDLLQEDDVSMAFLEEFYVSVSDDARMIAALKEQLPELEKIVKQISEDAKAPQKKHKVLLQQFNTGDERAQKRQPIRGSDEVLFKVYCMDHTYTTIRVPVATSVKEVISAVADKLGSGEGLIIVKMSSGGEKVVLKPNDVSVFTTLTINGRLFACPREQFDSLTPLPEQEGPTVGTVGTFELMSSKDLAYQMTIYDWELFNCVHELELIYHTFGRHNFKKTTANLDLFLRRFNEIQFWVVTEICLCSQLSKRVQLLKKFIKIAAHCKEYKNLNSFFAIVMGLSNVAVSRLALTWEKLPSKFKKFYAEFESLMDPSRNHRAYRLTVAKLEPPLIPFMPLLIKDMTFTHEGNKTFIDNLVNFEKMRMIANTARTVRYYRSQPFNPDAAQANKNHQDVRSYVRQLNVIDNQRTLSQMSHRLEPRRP
Active calls of the source: *; i = inactive; ? = inconclusive; . = no result given; ! = not confirmed by another sample; [ ] = another dose, or the depositor's remark. Calls follow the shape of the dose curve; as a rule, active = well fitted curve in the direction sought with a large enough effect; inconclusive = small, poorly fitted or top-dose-only effect, or another doubt; inactive = no such curve, though single readings can be large; an effect the other way counts as inactive or inconclusive. Potency is read from the fitted curve at half-maximal effect. Only part of the results is shown; the hit share may differ from the screen's.

The opening three entries, ahead of the listing:
SMILES | TGFb SMAD3 inh | ATXN2 expr inh | S2 tox | HepG2 viability | A549 viability | Nrf2 inh | MCF10A rerep | Nrf2 activator | EPAC2 antag
c1ccc2sc(NC3=NCN(C4CCCCCC4)CN3)nc2c1 | 0% | 5% | i | 0% | 1% | -8% | 2% | 2.5% | -1%
O=C(CCc1ccccc1)N1CCCN(C(=O)CCc2ccccc2)CC1 | 7% | 0% | i | 3% | 1% | 2% | -13% | -0.3% | 7%
CSc1ccc(CCNC(=O)c2cc(-c3ccccc3)c(N3CCOCC3)s2)cc1 | 3% | 5% | i | -4% | -12% | ? | 6% | -0.4% | -7%

Main list, repeating the preview:
SMILES | TGFb SMAD3 inh | ATXN2 expr inh | S2 tox | HepG2 viability | A549 viability | Nrf2 inh | MCF10A rerep | Nrf2 activator | EPAC2 antag
c1ccc2sc(NC3=NCN(C4CCCCCC4)CN3)nc2c1 | 0% | 5% | i | 0% | 1% | -8% | 2% | 2.5% | -1%
O=C(CCc1ccccc1)N1CCCN(C(=O)CCc2ccccc2)CC1 | 7% | 0% | i | 3% | 1% | 2% | -13% | -0.3% | 7%
CSc1ccc(CCNC(=O)c2cc(-c3ccccc3)c(N3CCOCC3)s2)cc1 | 3% | 5% | i | -4% | -12% | ? | 6% | -0.4% | -7%
Cc1cc(C)c(NC(=O)CN(C)S(=O)(=O)c2ccc3c(c2)n(C)c(=O)c(=O)n3C)c(C)c1 | -5% | -4% | i | 3% | -2% | ? | ? | -0.3% | -4%
CCOC(=O)c1[nH]c(C)c(CCC(=O)NCc2ccccc2Cl)c1C | 1% | 1% | i | 8% | 3% | . | . | -0.4% | .
O=C1NCCN(Cc2ccc(Cl)c(F)c2)C1CC(=O)N1CCc2ccccc2C1 (centres undefined) | 5% | 4% | i | -7% | 2% | 6% | 16% | 0.7% | 2%
COc1ccc(CCN(C)CC(O)COc2c(C)ccc(C)c2C)cc1OC (centres undefined) | -12% | -25% | i | -16% | -3% | ? | 7% | 0.7% | -9%
Cc1ccc(Cn2c(=S)[nH]c3ccccc3c2=O)cc1 | ? | 5% | i | -43% | 9% | 2% | ? | 0.0% | -6%
CCS(=O)(=O)c1ncc(Cl)c(C(=O)Nc2ccc(S(=O)(=O)N(C)c3ccccc3)cc2)n1 | 3.5µM* | 20µM* | 20µM* | 4.5µM*! | ? | ? | ? | ? | 1%
CC1=NN(c2cccc(Cl)c2)C(=O)C12CC(C)=C(C)CS2 (centres undefined) | ? | 3% | i | -15% | -1% | -18% | ? | 7.1% | -1%
COc1ccc(OC)c(S(=O)(=O)N2CCC(C(=O)NCCc3ccccc3)CC2)c1 | 7% | 4% | i | 3% | 0% | 12% | 7% | -0.7% | 4%
COc1cccc(/C=c2\s/c(=C/C(=O)c3ccc(C)cc3)[nH]c2=O)c1OC | -4% | -26% | i | -41% | ? | -6% | 14% | -0.1% | 12%
COC(=O)c1c(-c2cccs2)csc1NC(=O)c1cccnc1 | 39%[activator] | 39% | i | -6% | 1% | 8% | ? | 2.4% | -5%
CC1CN(S(=O)(=O)c2ccc(C(=O)Nc3nnc(-c4ccco4)o3)cc2)CC(C)O1 (centres undefined) | -8% | -17% | i | -28% | -2% | ? | ? | -0.1% | -26%
CCN1CCN(c2ncc3c(n2)CCN(Cc2ccc(OC(C)C)cc2)C3)CC1 | -29% | -3% | i | -16% | -10% | . | . | 3.5% | .
COc1cccc(Cn2c(=O)n(-c3cccc(Cl)c3)c(=O)c3c4c(sc32)CN(C(C)=O)CC4)c1 | ? | ? | i | -35% | -7% | ? | . | 3.2% | .
O=C(CSc1cn(CC(=O)N2CCCCC2)c2ccccc12)NCc1ccccc1Cl | 0% | . | . | 1% | -5% | -24% | . | 0.9% | .
COc1cccc(OC)c1C(=O)OCC(=O)NC1CCCCCC1 | 16% | . | i | 1% | 14% | -8% | 1% | 3.1% | 2%
CC(=O)Nc1cc(-c2cccc(CO)c2)cn2c(-c3ccc(C(C)=O)cc3)cnc12 | -6% | -10% | i | -25% | . | . | . | 6.9% | 7%
N#CC(=Cc1ccccn1)c1nc(-c2ccc(Cl)cc2)cs1 | -15% | . | i | -21% | . | . | . | 13µM* | -18%
Cc1ccc(NC(=O)CCCNC(=O)c2ccc(Cl)cc2)cc1S(=O)(=O)N1CCOCC1 | 4% | 8% | i | 5% | 7% | -7% | 0% | -0.2% | -6%
COc1cc(C(=O)Nc2ccccc2C(=O)NCc2cccnc2)cc(OC)c1OC | 4% | 0% | i | 3% | -4% | -15% | 2% | 2.2% | 11%
Cc1ccc(Cl)cc1N1CCN(C(=O)CN2C(=O)COc3ccc(S(=O)(=O)N4CCOCC4)cc32)CC1 | 0% | 4% | i | -1% | 1% | -13% | . | -1.1% | .
Cc1ccc(N2C(=O)CC(N3CCN/C3=C3\CC/C(=C\c4ccccc4)C3=O)C2=O)cc1 (centres undefined) | -13% | 5% | i | -60% | 7% | 8% | -2% | -0.3% | -2%
COc1ccccc1OCCNC(=O)C(CCSC)NC(=O)c1ccccc1Cl (centres undefined) | ? | -8% | i | 0% | 0% | 4% | 3% | 0.3% | 15%
O=C(NC(=S)NCC1CCCO1)c1ccccc1F (centres undefined) | 0% | . | i | 33% | 4% | 6% | 10% | -0.7% | -5%[57.1 µM]
CC(NC(=O)c1ccccc1)C(=O)N/N=C/c1cccc([N+](=O)[O-])c1 (centres undefined) | 2% | 12% | ? | -3% | 10% | ? | 32% | ? | -2%
Cc1ccc([C@H]2C(C(=O)O)=CC[C@@H](c3ccc(Cl)cc3)N2S(=O)(=O)c2ccccc2C)cc1 | ? | -6% | ? | -32% | -8% | -23% | ? | -0.3% | -15%
COc1cc(OC)cc(-c2noc(-c3csc([C@@H]4C[C@H](O)[C@@H](CO)O4)n3)n2)c1 | ? | 21% | i | -3% | . | . | . | 5.3% | -11%
CCC1=C2CC[C@H]3C(=O)N(CC)C(=O)[C@H]3[C@H]2[C@@]2(Cc3ccccc3)C(=NCc3ccccc3)OC(=O)N2C1=O | 5% | -6% | i | -2% | 0% | 12% | ? | 2.9% | -15%
CCOc1ccc(N2CC(NC(=O)c3cccs3)CC2=O)cc1 (centres undefined) | 17% | . | . | 1% | -11% | . | . | 2.9% | .
CC1(C(=O)NS(=O)(=O)Cc2ccccc2C(F)(F)F)CCN1C(=O)Cc1cccs1 (centres undefined) | 32% | 1% | i | -32% | . | . | . | 0.1% | 5%
COc1ccc(-n2c(C)cc(C(=O)COC(=O)c3ccc(O)cc3O)c2C)cc1 | ? | ? | i | -41% | ? | 13µM* | ? | -0.9% | -21%
COc1ccc(NC(=O)Cn2ccn(-c3ccc(F)c(F)c3)c(=O)c2=O)cc1Cl | -5% | . | . | -11% | -4% | -23% | . | -0.2% | .
N#C/C(=C\c1cccs1)C(=O)NCc1cccnc1 | -11% | 2% | i | -8% | 0% | -3% | 3% | 5.1% | 1%
CCc1ccccc1NC(=S)N1CCCCCC1 | -7% | -8% | i | -1% | -1% | 2% | -1% | -0.9% | 5%
CN1CCN(Cn2cc(/C=C/C(=O)c3ccccc3)c3ccccc32)CC1 | 13µM* | 151%[activator] | ? | -59% | 1% | ? | ? | ? | -4%
COc1ccccc1N1CCN(C(=O)c2cc3cc(Br)ccc3oc2=O)CC1 | -16% | -7% | i | -24% | 2% | 10% | 0% | -0.3% | 3%
Cc1ccc2nc(-c3ccccc3)cc(C(=O)NNC(=O)c3csc(N4CCOCC4)n3)c2c1 | -1% | -14% | ? | -12% | -13% | ? | 17% | 0.5% | 1%
CC(SCc1ccc(C(=O)O)o1)c1ccc(C(=O)O)o1 (centres undefined) | -1% | -23% | i | 2% | 3% | -1% | -4% | -0.3% | 17%
O=C(NC(CC(=O)N1CCN(c2ccccc2O)CC1)c1ccccc1)c1ccccc1Cl (centres undefined) | -26% | -23% | i | -19% | 11% | -20% | 18% | 3.3% | -12%
Cc1ccc(-n2nc3c(c2NC(=O)C(C)C)CS(=O)(=O)C3)cc1 | 12% | . | ? | 1% | -5% | 1% | -2% | -0.9% | 6%
COc1cccc(CC(NC(C)=O)C(=O)NC2CCN(c3nc(C)cc(C)c3C#N)CC2)c1OC (centres undefined) | 8% | -19% | i | -36% | 4% | -14% | -2% | -0.9% | 17%
Cc1ccc(CSc2cn(CC(=O)N3CCCCCC3)c3ccccc23)cc1 | ? | . | . | -24% | 4% | 11% | . | 3.6% | .
Cc1cc(Cl)ccc1NC(=O)CCCN1C(=O)CCC1=O | -2% | 8% | i | 2% | 3% | -23% | 3% | -0.5% | 3%
CC[C@]12c3[nH]c4ccc(OC)cc4c3CCN1C(=O)C(CC(=O)NC(C)(C)C)C[C@@H]2C(=O)N1CCN(C(=O)c2ccco2)CC1 (some centres undefined) | -5% | 9% | i | 4% | -1% | 5% | -10% | -0.7% | 14%
CCOC(=O)N1CCC(=NNC(N)=O)C1 | -1% | . | i | -1% | . | . | . | 0.6% | 8%
Cc1cc(Cl)c2oc(C(=O)N3CCCCC3CCN3CCCC3=O)c(C)c2c1 (centres undefined) | -36% | -20% | i | -28% | 3% | 3% | 18% | 3.6% | -21%
COCCNC(=O)c1cccc(OC2CCN(Cc3cccc(C(C)=O)c3)CC2)c1 | -13% | -12% | i | 0% | -4% | -1% | -2% | -0.3% | 8%
CCOC(=O)c1c(NC(=O)/C(C#N)=C/c2ccccc2)sc2c1CCC2 | -11% | 1% | i | -1% | 1% | 5% | . | 3.2% | .
O=C(O)Cc1csc(Nc2cccc(Cl)c2)n1 | -13% | 19% | i | -13% | 25% | 11% | -19% | 7.6% | 30%
O=C(CN1CCCc2ccccc21)N/N=C/c1ccc(F)cc1F | -5% | 12% | i | -3% | 4% | 9% | ? | 0.4% | -2%
COc1cccc(OCc2nnc(SC)n2C)c1 | 8% | 16% | i | 2% | -1% | 14% | 0% | -0.8% | 2%

Screening results deposited in PubChem BioAssay by National Center for Advancing Translational Sciences (NCATS).
